Source: PubChem
AHR activator: AHR activators, primary screen, cell-based, luminescence, luciferase reporter, human. activation, % at 5 µM. hit rate 2.5% among 320,000. AID 2796, 2010. AHR-responsive luciferase reporter cells. Aryl hydrocarbon receptor (Homo sapiens), P35869; in the data active = activation above about 47%;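 also: 0% = vehicle wells and 100% = reference agonist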
MEX-5 binding: MEX-5 zinc finger RNA-binding disruptors – biochemical, C. elegans, fluorescence polarization, MLPCN library, primary screen | Zinc finger protein mex-5 (Caenorhabditis elegans), Q9XUB2 | MEX-5/FITC-TCR2 RNA binding; active compounds read low | activity score (negative = inhibition of binding), % at 10 µM | hit rate 0.38% among 300,000 | AID 1832, 2009;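 active = inhibition past about -25% in most replicates, and total fluorescence under double the plate's negative control median, limit read from the data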;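 also: 0% = DMSO and -100% = 5 µM competing unlabeled TCR2 RNA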
MCL1-BIM inh: inhibitors of MCL1 binding to BIM-BH3, primary screen, biochemical, fluorescence polarization; Induced myeloid leukemia cell differentiation protein Mcl-1 (Homo sapiens), Q07820; GST-MCL1 / FITC-Bim-BH3 fluorescence polarization; inhibition, % at 10.9 µM; hit rate 0.68% among 320,000;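 active = inhibition above the mean inhibition of all tested compounds plus 3 SD, set per campaign, cut at about 40% in these data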;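 also: 0% = DMSO wells and 100% = unlabeled Bim-BH3 peptide control; higher means more loss of mP so more displacement of Bim peptide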
PAFAH1B2 inh: PAFAH1B2 enzyme inhibitors, primary screen, biochemical, fluorescence polarization, human; Platelet-activating factor acetylhydrolase IB subunit alpha2 (Homo sapiens), P68402; recombinant PAFAH1B2, FP-rhodamine activity probe; inhibition, % at 3.39 µM; hit rate 1.2% among 340,000; AID 492953, 2010;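 active = inhibition above the mean of all tested compounds plus 3 SD, cut at about 24% in these data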;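 also: 0% = enzyme with DMSO and 100% = wells lacking PAFAH1B2; many of its hits are not listed in these tables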
GLD-1 TGE inh: GLD-1/TGE RNA complex disruptors, primary screen, biochemical, fluorescence polarization | hit rate 0.44% among 320,000 | inhibition, % at 5.96 µM | purified GLD-1 + fluorescein TGE RNA | Female germline-specific tumor suppressor gld-1 (Caenorhabditis elegans), Q17339;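 active = percent inhibition above a per-plate cutoff, the plate mean of test compounds plus 3 SD, cut at about 30% in these data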;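 also: 0% = DMSO wells with GLD-1 and probe and 100% = wells lacking GLD-1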
Target sequence (Q17339 whole entry, looked up): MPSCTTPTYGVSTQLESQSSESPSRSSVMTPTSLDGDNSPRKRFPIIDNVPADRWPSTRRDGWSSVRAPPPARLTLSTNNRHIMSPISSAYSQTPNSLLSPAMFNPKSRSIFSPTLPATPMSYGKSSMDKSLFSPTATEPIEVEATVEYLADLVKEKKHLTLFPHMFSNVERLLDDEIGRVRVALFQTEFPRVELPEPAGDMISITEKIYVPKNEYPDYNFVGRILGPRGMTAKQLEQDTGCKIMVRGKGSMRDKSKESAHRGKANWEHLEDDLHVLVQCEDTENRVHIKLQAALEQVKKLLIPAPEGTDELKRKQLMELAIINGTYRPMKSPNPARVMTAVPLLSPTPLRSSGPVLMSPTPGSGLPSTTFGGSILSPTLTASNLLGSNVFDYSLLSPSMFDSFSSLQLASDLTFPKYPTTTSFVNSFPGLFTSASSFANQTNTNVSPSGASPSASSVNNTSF
pPAFAH inh: pPAFAH enzyme inhibitors, primary screen, biochemical, fluorescence polarization, human; Platelet-activating factor acetylhydrolase (Homo sapiens), Q13093; inhibition, % at 3.39 µM; recombinant pPAFAH, FP-rhodamine probe fluorescence polarization; AID 463082, 2010; hit rate 1.5% among 330,000;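 active = inhibition above the mean inhibition across the screen plus 3 SD, cut at about 25% in these data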;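 also: inhibitors block binding of the rhodamine activity-based probe so polarization drops; 0% = enzyme with DMSO and 100% = wells lacking pPAFAH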
Target sequence (Q13093 whole entry, looked up): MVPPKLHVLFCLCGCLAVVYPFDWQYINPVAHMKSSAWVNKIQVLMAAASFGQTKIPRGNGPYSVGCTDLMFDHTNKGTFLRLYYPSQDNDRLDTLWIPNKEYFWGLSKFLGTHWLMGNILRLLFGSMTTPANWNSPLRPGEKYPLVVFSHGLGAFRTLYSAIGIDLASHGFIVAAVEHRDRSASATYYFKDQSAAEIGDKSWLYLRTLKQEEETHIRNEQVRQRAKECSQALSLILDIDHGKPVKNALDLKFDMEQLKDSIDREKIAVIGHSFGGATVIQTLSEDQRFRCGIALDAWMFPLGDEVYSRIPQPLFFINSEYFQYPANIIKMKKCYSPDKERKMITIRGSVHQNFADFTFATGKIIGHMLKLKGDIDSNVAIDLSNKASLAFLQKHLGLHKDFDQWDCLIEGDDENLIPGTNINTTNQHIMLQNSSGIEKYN
PME-1 inh: PME-1 inhibitors via competitive probe labeling, primary screen, biochemical, fluorescence polarization, FP-Rh probe, HTS. Protein phosphatase methylesterase 1 (Homo sapiens), Q9Y570. recombinant PME-1. hit rate 0.53% among 320,000. AID 2130, 2009. inhibition, % at 5.9 µM;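 active = inhibition above the campaign mean of all compounds plus 3 SD, cut at about 26% in these data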;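 also: competitive labeling of PME-1 active site by serine hydrolase directed probe; 0% = PME-1 with DMSO and 100% = wells lacking PME-1 enzyme; inhibitors block probe labeling so polarization falls and inhibition rises; many of its hits are not listed in these tables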
Fam108B inh: mouse Fam108B serine hydrolase inhibitors, primary screen, counter-screen for RBBP9 inhibitor project, biochemical, fluorescence polarization | recombinant Fam108B, FP-Rh probe fluorescence polarization | inhibition, % at 9.51 µM | hit rate 0.33% among 300,000 | AID 1947, 2009;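 active = inhibition above the screen mean inhibition plus 3 SD, computed separately per campaign, cut at about 18% in these data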;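 also: inhibitors lower polarization as less probe binds the enzyme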
Bcl-xL primary: inhibitors of human Bcl-xL, primary screen, biochemical, fluorescence polarization, HTS. Bcl-2-like protein 1 (Homo sapiens), Q07817. GST-Bcl-xL / FITC-Bim BH3 peptide fluorescence polarization. inhibition, % at 10.9 µM. hit rate 0.7% among 320,000. AID 2129, 2009;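 active = inhibition above the mean of all tested compounds plus 3 SD, cutoff set per campaign, cut at about 30% in these data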;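 also: 0% = DMSO wells and 100% = unlabeled Bim-BH3 peptide competitor; inhibitors lower millipolarization by displacing the labeled peptide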
Active calls of the source: *; nt = not tested or not shown; & = joins results of further samples.

SMILES	AHR activator	MEX-5 binding	MCL1-BIM inh	PAFAH1B2 inh	GLD-1 TGE inh	pPAFAH inh	PME-1 inh	Fam108B inh	Bcl-xL primary
Cc1cc(NS(=O)(=O)c2ccc(NC(=O)C(CC(C)C)N3C(=O)c4ccccc4C3=O)cc2)nc(C)n1 (stereo unspecified)	5	-0.1	3	2	9	-4	5	1	9
CCN(CC)CC(=O)Nc1ccc(C)cc1Br	0	-2.0	3	4	0	5	-2	2	0
CCC(C)(C)NC(=O)Nc1cc(Cl)ccc1OC	15	-0.9	1	1	-1	-5	-3	-1	6
Cc1c(C2(O)CCCCC2)[nH]c2ccc(C(F)(F)F)cc12	80*	nt	nt	0	-2	7	nt	nt	nt
COc1cc(C(=O)Nc2nnc(SCC(=O)NCC3CCCO3)s2)cc(OC)c1OC (stereo unspecified)	0	1.8	-3	4	4	3	4	2	-1
Cc1ccccc1Nc1nc(N)nc(CSCC(=O)Nc2cccc(Br)c2)n1	8	1.3	5	4	5	2	9	-2	-1
N#Cc1c(-c2cccs2)cc(-c2ccccn2)nc1N	80*	1.3	0	8	11	-1	-5	1	12
CCOc1ccccc1NC(=O)c1ccc(S(=O)(=O)N2CCCCC2)cc1	9	-2.8	6	6	-7	0	-3	-8	1
Cc1c(C)n(Cc2ccccc2)c2ccc(C(=O)OCCCN(C)C)cc12	-4	-1.6	9	6	7	4	2	0	2
Nc1nnc(SCC(=O)Nc2cccc3ccccc23)s1	7	0.6	-3	7	4	2	0	-2	6
CC(=O)c1ccc(N2CCN(CC(O)COC(c3ccccc3)c3ccccc3)CC2)cc1 (stereo unspecified)	1	-1.8	2	2	-2	8	2	-3	2
C/C(N)=C(/C#N)C(=O)CSc1nnc(COc2ccccc2Cl)o1	7	-0.6	6	5&5	0	11	2	-3	4
CC(=O)c1cc2c(cc1NC(=O)c1cnc(C)cn1)OCO2	2	-3.9	3	-1	2	0	0	-3	2
CCc1cc(=O)oc2cc(C)cc(O)c12	0	-0.8	8	0	-2	3	-7	3	6
Cc1cccc(C)c1NC(=O)C1c2ccccc2Oc2ccccc21	0	3.5	-6	4	6	-3	0	0	1
CC(=O)Oc1ccc2oc(=O)c3c(c2c1)CCCN3C(=O)CN1CCN(c2ncccn2)CC1	6	-0.1	7	7	4	2	0	11	3
Cc1cc2c(cc1S(=O)(=O)CCC(=O)N(C)Cc1ccccc1)OCC(=O)N2	-1	1.1	5	9	1	-2	-3	-1	5
CCn1cc(S(=O)(=O)Nc2ccccc2C(F)(F)F)cn1	-1	0.1	2	7	-2	6	-2	1	3
O=C(Nc1ccc2c(c1)CCC2)c1ccc(F)c(S(=O)(=O)N2CCOCC2)c1	16	-1.4	-5	0	-1	3	-2	-2	4
Cc1cc(NCCCn2ccnc2)n2nc(C)c(-c3ccccc3)c2n1	112*	-1.3	7	7	7	-3	6	4	5
NC(=O)C1CCN(C2CC(=O)N(c3ccc(F)c(Cl)c3)C2=O)CC1 (stereo unspecified)	6	-1.7	-1	0	8	3	-4	2	2
Cn1c(SCC(=O)O)nnc1-c1ccc(NC(=O)c2ccc(Cl)c(Cl)c2)cc1	-3	-0.9	-12	0	6	6	-8	-4	-12
c1ccc(-n2c(Cc3cccnc3)nc3cnccc32)cc1	6	-1.6	0	0	-1	4	0	1	-4
Cc1cc(C(=O)CCC(=O)N2CCN(c3ccccc3O)CC2)c(C)s1	2	nt	11	5	3	10	2	nt	7
CN(Cc1ccccc1)C(=O)COC(=O)c1ccccc1Nc1ccccc1	-1	-1.7	3	7	9	-1	9	0	1

The listing continues.
SMILES	AHR activator	MEX-5 binding	MCL1-BIM inh	PAFAH1B2 inh	GLD-1 TGE inh	pPAFAH inh	PME-1 inh	Fam108B inh	Bcl-xL primary
CCOC(=O)C1CCN(C(=O)/C(=C/c2ccccc2)NC(=O)c2ccccc2)CC1	-1	-1.0	12	3	6	-1	-6	1	6
COc1ccc(NC(=O)NC(C)c2ccncc2)cc1OC (stereo unspecified)	2	-1.4	5	3	-2	-2	-1	4	9
Cc1ccc(C2(c3noc(CN4CCOCC4)n3)CCCC2)cc1	6	-0.4	-2	8	-2	-1	-6	0	1
Cc1cccc(C)c1NC(=O)C[n+]1cc(-c2ccccc2)n2c1CCC2	6	0.6	5	5	-6	-5	-5	-3	4
Cc1ccc(SCC(=O)NC(C)c2ccccc2)cc1 (stereo unspecified)	1	0.5	-9	34*	-5	-4	2	0	1
COc1ccccc1N1CCN(CC(=O)Nc2ccccc2C(=O)NC(C)c2ccccc2)CC1 (stereo unspecified)	3	nt	-8	-2	3	6	0	nt	-3
CCOC(=O)C1=C(O)C(=O)N(c2ccc(S(N)(=O)=O)cc2)C1c1ccccc1 (stereo unspecified)	2	-1.6	5	6	0	5	0	-3	5
Cc1ccc(NC(=O)Cn2c(CCC(=O)O)ccc2-c2cccs2)cc1Cl	2	-1.0	-1	7	6	17	-5	3	1
CSC1=C(C#N)C(CC(C)C)C2=C(CCCC2=O)N1 (stereo unspecified)	-1	0.8	0	6	-1	1	11	-3	-1
CCOC(=O)c1c(NC(=O)COC(=O)c2ccccc2NC)sc(C(=O)N(C)C)c1C	10	1.9	0	4	1	12	4	-1	5
O=C(NCCCCCCNC(=O)OCCO)OCCO	0	0.8	3	5	4	1	2	-1	3
O=S(=O)(c1cccc(-c2nnc3n2CCCCC3)c1)N1CCOCC1	-1	-0.5	-2	2	-7	-2	0	1	0
COc1ccc(CCNC(=O)CSc2ncnc3c2oc2ccccc23)cc1OC	0	-0.9	-4	-4	6	2	-1	4	2
CNC(=S)NNC(=O)c1sccc1OCc1ccccc1	10	2.1	6	3	2	-1	2	1	-1
COC(=O)c1ccsc1NC(=O)CN1CCN(Cc2ccc3c(c2)OCO3)CC1	0	1.9	-3	-2	0	1	-3	-1	4
CC1CN(C(=O)CCN2C(=O)c3ccccc3C2=O)CC(C)O1 (stereo unspecified)	4	-1.6	2	3	2	-2	-3	-2	10
CCO[C@H]1OC(C(=O)NC2CC2)=C[C@@H](c2c[nH]c3ccccc23)[C@@H]1CCCO	3	0.1	-10	1	2	4	2	0	-2
CC(=O)Nc1ccc(NC(=S)NC(=O)c2ccc([N+](=O)[O-])cc2)cc1	0	-3.1	8	4	14	-1	19	4	8
Cc1ccc(NC(=O)Nc2cnccn2)c(C)c1	1	-2.5	-6	-1	-4	-3	0	4	-1
CCCc1cc(=O)oc2cc(OCC(=O)N3CCOCC3)c(Cl)cc12	2	1.5	3	4	5	-4	3	0	6
Cc1ccc(S(=O)(=O)N/N=C\C=C\c2ccccc2)cc1	0	-4.5	4	16	6	4	0	2	6
C#CCOCCOCCOCCNc1nc(N2CCN(C(=O)C([C@@H](C)CC)n3cc(C(N)Cc4ccc(O)cc4)nn3)CC2)nc(N2CCN(C(=O)[C@H](CCC(=O)O)n3cc(C(N)Cc4ccc(O)cc4)nn3)CC2)n1 (stereo partly specified)	3	3.6	2	-2	-6	1	-3	2	-3
Cc1ccc(NC(=O)C2CCN(C(=O)[C@@H]3Cc4ccccc4CN3)CC2)c(C)c1	1	-3.3	2	3	2	3	0	2	4
NS(=O)(=O)c1cccnc1Nc1c(Cl)cccc1Cl	6	2.6	-2	-2	-8	-3	2	-3	-3
O=C(O)c1[nH]c2ccc(Br)cc2c1CCN1C(=O)c2cccc([N+](=O)[O-])c2C1=O	1	2.5	9	53*	-4	12	5	4	10

Later entries.
SMILES	AHR activator	MEX-5 binding	MCL1-BIM inh	PAFAH1B2 inh	GLD-1 TGE inh	pPAFAH inh	PME-1 inh	Fam108B inh	Bcl-xL primary
COc1ccc(CC(=O)N2CCN(c3ccccc3F)CC2)cc1OC	0	0.5	-4	3	4	-1	2	7	-1
O=C(CC1CCCC1)NCCc1cn2ccccc2n1	1	-0.2	-2	6	-1	4	5	1	2
Cc1onc(-c2c(F)cccc2Cl)c1C(=O)NCc1ccc(S(N)(=O)=O)cc1	0	nt	-2	3	1	-1	-2	nt	4
CCN(CC)C(=O)C1CCCN(c2ccc([N+](=O)[O-])cc2/C=N/NC(=O)c2ccccc2)C1 (stereo unspecified)	1	-2.1	8	-1	-3	2	9	2	0
CC(=O)c1ccc(C(=O)N2CCc3c([nH]c4ccccc34)C2c2cccc(C)n2)s1 (stereo unspecified)	11	2.1	-4	0	2	3	2	1	3
Cc1ccnc(NS(=O)(=O)c2ccccc2)c1	4	1.2	-2	5	-8	-1	-3	-4	6
Cn1c(NNC(=O)c2ccccc2F)cc(=O)n(C)c1=O	6	-0.4	1	5	3	-13	-7	-3	-1
COc1ccc(S(=O)(=O)N2CCN(CC(=O)Nc3cccc(F)c3)CC2)cc1	-3	2.7	-1	2	1	-2	0	-2	1
CCc1ccc(NC(=O)C(=O)N/N=C(\C)CC(=O)NCCOC)cc1	9	-2.7	11	7	0	2	-3	1	-1
CCCCc1nc2cc(C(=O)NCc3cn(C)nc3C)ccc2o1	-9	-0.2	7	3	7	5	3	0	0
Cc1ccc([N+](=O)[O-])cc1S(=O)(=O)Nc1ccc(C(=O)N2CCN(C(=O)c3ccco3)CC2)cc1	-1	nt	1	-2	7	14	2	nt	2
CC(C)(C)N(NC(=O)OCc1ccccc1)C(=O)c1ccccc1Cl	0	1.9	-2	2	2	5	-5	-3	2
CC(C)Cn1c(SCC#N)nc2ccccc2c1=O	2	-1.4	-4	5	-11	2	-1	-3	-4
CCNC(=O)NC(=O)C(C)OC(=O)Cc1coc2cc3c(cc12)CCC3 (stereo unspecified)	1	1.8	-7	3	1	7	-3	2	-4
O=C(Nc1ccc(-c2nnc(-c3ccco3)o2)cc1)C(c1ccccc1)c1ccccc1	-2	0.0	0	-4	1	-4	-7	2	3
CCN(CC)c1cc(Cl)nc(N)n1	-1	0.5	-5	-3	2	4	-8	-28	-4
Cc1ccc(-n2[nH]c(C)c(C=Nc3ccc4[nH]c(=O)[nH]c4c3)c2=O)cc1C	44	-6.6	117*	0	15	18	18	13	60*
CCOC(=O)c1[nH]ncc1CN1CCCC(C(=O)c2cc(Cl)ccc2OC)C1 (stereo unspecified)	2	0.1	3	6	11	2	3	1	1
COCCN1C(=O)c2ccccc2C(C(=O)NCCN(C)C)C1c1ccc(F)cc1 (stereo unspecified)	0	-0.5	7	5	-4	-2	4	5	5
Cc1ccc(Nc2n[nH]c(C)c2[N+](=O)[O-])cc1	37	-1.7	5	6	3	2	4	2	-1
CC(NC(=S)Nc1ccc(F)cc1)c1ccccc1 (stereo unspecified)	-2	-0.7	12	14	7	-1	-2	3	5
O=C(N/N=C/c1c[nH]c2ccccc12)c1cc2ccccc2o1	99*	-0.8	0	5	-2	15	18	12	-5
CCN(CC)c1ccc(/C=C/c2ccc3ccc(OC)cc3[n+]2CC)cc1	0	-2.9	-19	-17	-3	-8	-89	-84	-10

Not all compounds are listed, so the mix of outcomes need not match the whole.
